SIRT5 inh = inhibitors of human sirtuin-5 desuccinylase; AID 652115; Q9NXA8; inhibition, % at 15 µM; Purified SirT5, succinyl-peptide AMC, trypsin-coupled fluorescence; 330,000 tested, 1.1% active; in the data active = inhibition above about 15%; inconclusive = no clear call, values can overlap the other calls
Target sequence (Q9NXA8 whole entry, looked up): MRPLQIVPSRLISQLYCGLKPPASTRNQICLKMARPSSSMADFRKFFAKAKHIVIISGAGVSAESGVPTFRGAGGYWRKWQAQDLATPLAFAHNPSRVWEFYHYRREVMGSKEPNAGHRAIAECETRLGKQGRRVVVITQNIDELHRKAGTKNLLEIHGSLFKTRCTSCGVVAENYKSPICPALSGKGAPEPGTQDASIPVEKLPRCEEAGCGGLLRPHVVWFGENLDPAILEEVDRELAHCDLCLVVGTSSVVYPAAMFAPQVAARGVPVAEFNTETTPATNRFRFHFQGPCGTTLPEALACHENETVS
C2C12 statin = protects C2C12 myotubes from simvastatin toxicity; ATP luminescence, 48 h; scaled: DMSO 0, geranylgeraniol control 100; rescue of ATP level, % at 7.49 µM; 330,000 tested, 0.78% active;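 active = mean ATP rescue above about 67%, or every replicate alone reaching that limit, limit read from the data, passing the limit was not always enough; inconclusive = no clear call, values can overlap the other calls; inactive = mean under the limit and some replicate under it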;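 also: myotubes were challenged with 10 µM simvastatin during compound exposure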
LGR2 antag = inhibitors of bursicon-induced Drosophila LGR2 receptor cAMP signaling; HEK293 LGR2, CRE-luciferase, bursicon-stimulated, 4 h; inhibition, % at 9.99 µM; 380,000 tested, 0.35% active;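 active = drop in luminescence signal, shown as inhibition above about 50% in the replicate tests, limit read from the data, passing the limit was not always enough; inconclusive = probably only some replicates passing the limit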;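 also: agonist challenge used bursicon conditioned medium at about half maximal strength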
S100A4 MyoIIA = blocks human S100A4 binding to myosin IIA peptide; P26447; S100A4/TAMRA-MyoIIA peptide fluorescence polarization; inhibition, % at 10.7 µM; 360,000 tested, 0.14% active; AID 652163;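 active = mean inhibition of at least 70% across replicates, with every replicate also reaching that level; inconclusive = mean inhibition reaches 70% but some replicates fall short; inactive = mean inhibition below 70%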
Target sequence (P26447 whole entry, looked up): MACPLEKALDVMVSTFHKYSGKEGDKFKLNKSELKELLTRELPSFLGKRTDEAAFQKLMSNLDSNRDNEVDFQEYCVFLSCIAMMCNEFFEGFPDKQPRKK
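System – human S100A4 monomer protein, biochemical binding assay · Buffer or medium – Calcium-containing HEPES buffer, pH 7.2 · Timing – 5 min between mix addition and reading · Also added – TAMRA-labelled myosin IIA heavy-chain peptide probe, 5 nM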
Casp6 inh = caspase-6 (human) enzyme inhibition; P55212; purified caspase-6, Z-VEID-R110 cleavage fluorescence; inhibition, % at 12.5 µM; 350,000 tested, 0.53% active; AID 686996;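 active = mean inhibition across replicates at least about 35%, with every replicate also reaching that limit, limit read from the data; inconclusive = only one of the two criteria met; inactive = neither criterion met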;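 also: 0% = median of neutral control wells and 100% = no fluorescence left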
Target sequence (P55212 24-179 limits assumed): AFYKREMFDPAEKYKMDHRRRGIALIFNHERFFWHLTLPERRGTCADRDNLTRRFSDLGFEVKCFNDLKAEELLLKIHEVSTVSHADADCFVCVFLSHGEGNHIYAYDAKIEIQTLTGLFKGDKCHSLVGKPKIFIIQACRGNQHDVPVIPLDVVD
Target sequence (P55212 194-293 limits assumed): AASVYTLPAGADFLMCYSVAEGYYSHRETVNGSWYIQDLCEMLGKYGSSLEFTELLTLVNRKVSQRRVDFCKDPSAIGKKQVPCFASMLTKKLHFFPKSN
FN deposit inh = fibronectin deposition inhibition. AH1F fibroblasts, Alexa488-fibronectin deposition fluorescence, overnight. inhibition, % at 12.6 µM. 350,000 tested, 0.086% active. AID 743247;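 active = mean inhibition across replicates of 30% or more, regardless of how many single replicates reach that level; inconclusive = mean under 30% yet at least half of replicates reach 30%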;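 also: positive control wells lacked labelled fibronectin entirely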
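Assay system: AH1F fibroblast monolayer, labelled fibronectin deposition. Amount: 10000 cells per well. Also added: labelled fibronectin 24 nM. Compound: single-point pinned compound. Incubation: cell attachment 1 h, compound and FN exposure overnight. Detection: fluorescence after three HBSS washes, excitation 485 nm, emission 525 nm. Read-out: inhibition of fibronectin deposition signal.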
esBAF inh = inhibitors of esBAF chromatin remodeling in mouse ES cells; Bmi1-luciferase knock-in reporter, 24 h; 100% = twice the neutral-well signal; reporter increase, % at 12.5 µM; 350,000 tested, 2% active; AID 602393; in the data active = activation above about 40%; inconclusive = no clear call, values can overlap the other calls;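 also: 0% = median of the plate's neutral control wells and 100% = double that signal; a rise in the Bmi1 reporter signal indicates esBAF inhibition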
Numbers without * were called inactive; ? = inconclusive; nt = not tested or not shown. Only part of the results is shown. The share of hits here may be higher or lower than overall.

SMILES	SIRT5 inh	C2C12 statin	LGR2 antag	S100A4 MyoIIA	Casp6 inh	FN deposit inh	esBAF inh
Cc1c(C)c2c(OCC(=O)Nc3ccc(CCO)cc3)cc3c(c2oc1=O)CCC(C)(C)O3	nt	1.9	3.0	1.9	-0.1	nt	-2.2
COc1ccc(C(=O)N2CCN(c3ccccc3)CC2)cc1S(=O)(=O)NC1CC1	-0.3	-2.0	-9.0	0.0	-1.0	1.1	39.4
CCOC(=O)c1c(NC(=O)CN2CCN(C)CC2)sc(C(=O)Nc2ccccc2)c1C	1.5	nt	-10.8	4.1	-2.4	5.8	nt
CO[C@@H]1CN(C)C(=O)c2cc(NC(=O)NC(C)C)ccc2OC[C@@H](C)N(C(=O)CC2CC2)C[C@H]1C	0.4	-1.1	3.5	?	-0.7	-8.6	3.0
C[C@@H]1CN([C@@H](C)CO)S(=O)(=O)c2ccc(C3=CCCCC3)cc2O[C@@H]1CN(C)Cc1ccccc1	nt	-46.1	29.5	nt	nt	-6.6	nt
CCNC(=O)C[C@H]1CC[C@H]2[C@H](COc3ccc(NC(=O)Nc4ccccc4OC)cc3C(=O)N2C)O1	1.9	9.3	19.0	-0.9	0.2	-14.0	-3.7
N#Cc1ccc(-c2ccc([C@H]3[C@@H](CO)N4C(=O)CNC[C@@H]34)cc2)cc1	-1.1	nt	-15.7	2.7	-1.8	-11.5	nt
CC1C(=O)N(Cc2ccc([N+](=O)[O-])cc2)c2ccccc2N1C(=O)c1c(F)cccc1F (stereo not given)	-0.9	-13.6	4.5	1.1	-2.3	-0.6	0.9
Cc1ccccc1OS(=O)(=O)c1cn(C)c(=O)n(C)c1=O	-2.6	nt	4.7	0.1	0.0	nt	nt
O=C(NCCCN1CCCC1=O)c1cn(-c2ccccc2)nc1-c1ccccc1	-1.5	6.5	-0.2	-7.1	-3.2	7.7	5.4
C=CCN=Cc1c(C)[nH]n(-c2ccccc2)c1=O	0.1	nt	-24.3	7.1	-1.4	-13.1	nt
C=CCOc1ccc(C=Nc2cccc(Cl)c2)c(O)c1	-2.5	nt	9.8	-3.4	-0.2	-12.2	nt
Cn1cccc1C(=O)NNC(=O)COc1ccc(Br)cc1	-0.4	-9.2	-2.0	4.8	-0.1	0.5	-12.7
C[C@@H]1CN([C@H](C)CO)S(=O)(=O)c2ccc(-c3cncnc3)cc2O[C@H]1CN(C)C(=O)CC1CC1	-2.7	4.2	-4.2	-11.8	-0.4	-30.6	-2.0
O=C(Nc1ccc2nc(N3CCOCC3)sc2c1)c1ccc(F)cc1	-2.0	3.6	-7.8	16.1	-1.4	-6.1	8.0
CCOC(=O)c1nn(-c2ccccc2Cl)c(=O)cc1OCC(=O)Nc1cccc(OC)c1	-2.5	4.2	4.1	3.7	-0.3	-1.8	0.2
O=C(Nc1ccc(C(F)(F)F)cc1)N[C@H]1C=C[C@H](CC(=O)N2CCCCC2)O[C@H]1CO	-0.1	-9.7	11.7	5.4	0.8	0.8	-3.2
Clc1ccc(Cl)c(OCCCCN2CCNCC2)c1	0.2	3.5	-2.0	-1.2	-52.5	-4.5	-1.8
COc1ccccc1C(=O)COC(=O)C1CCN(S(=O)(=O)c2ccc(C)c(C)c2)CC1	4.7	11.3	-11.4	0.4	1.5	5.9	-1.7
COc1ccc(S(=O)(=O)N2CCN=C2SCc2cccnc2)cc1	-2.9	nt	9.0	-1.6	-0.8	-4.9	nt
Cn1ccnc1C(=O)c1ccc(S(=O)(=O)N2CCCC2)cc1	nt	nt	-23.3	0.5	2.4	nt	nt
CCOC(=O)Cn1c(=O)oc2cc(S(=O)(=O)N3CCN(C(=O)c4ccco4)CC3)ccc21	-0.4	nt	-3.4	-3.8	-1.3	-12.5	nt
O=S(=O)([N-]c1nc2ccccc2nc1-[n+]1ccccc1)c1ccc(Cl)cc1	nt	-6.3	7.4	nt	nt	nt	15.4
c1ccc(CCc2nn3c(Cc4ccccc4)nnc3s2)cc1	nt	11.1	-11.5	nt	nt	nt	10.9
CCCc1cc(=O)[nH]c(Nc2ccc(OC)c(Cl)c2)n1	nt	-4.5	nt	nt	nt	-0.1	-5.4
SMILES	SIRT5 inh	C2C12 statin	LGR2 antag	S100A4 MyoIIA	Casp6 inh	FN deposit inh	esBAF inh
Cc1ccc(S(=O)(=O)N2CCC(C(=O)OCc3c(C)noc3C)CC2)cc1C	0.3	-1.5	-12.8	-6.4	0.1	5.4	2.1
CCCC(=O)Nc1nc2ccc(C(=O)OCC)cc2s1	-2.0	0.5	-38.6	2.7	-0.5	-1.1	65.1*
C[C@@H]1CN([C@H](C)CO)C(=O)c2cccc(NC(=O)CCCCCC(=O)Nc3ccccc3N)c2O[C@H]1CN(C)C(=O)Nc1ccc2c(c1)OCO2	6.9	nt	13.5	1.7	-3.9	3.7	nt
CC(=O)Nc1ccc(S(=O)(=O)Nc2ccn(Cc3ccccc3Cl)n2)cc1	-1.5	4.6	6.1	-3.6	14.5	nt	-3.3
CC(C)(C)OC(=O)N1CCC(CC2CC(c3cccc(Br)c3)=NO2)(C(=O)NCC2CCCCC2)CC1 (stereo not given)	-3.0	nt	-5.0	-2.7	2.8	2.6	nt
O=C(Nc1ccccc1C(=O)N1CCCC1)C1COc2ccccc2O1 (stereo not given)	-1.2	nt	3.0	4.8	3.4	0.6	nt
CC(=O)c1sc(NC(=O)COc2ccc(C)c(C)c2)nc1C	-3.0	nt	nt	-0.7	-2.0	7.3	nt
O=C(C[C@H]1CC[C@@H]2[C@H](COC[C@H](O)CN2Cc2cc(F)cc(F)c2)O1)NC1CCCC1	4.5	-0.8	25.7	0.0	0.3	-16.5	2.2
O=C(C[C@@H]1CC[C@H]2[C@@H](COC[C@H](O)CN2C(=O)Nc2ccc(C(F)(F)F)cc2)O1)NCCc1ccncc1	1.2	0.1	3.2	-1.3	-6.3	1.6	5.0
COc1cc(-c2cc(NC(C)=O)c3ncc(-c4cc(OC)c(OC)c(OC)c4)n3c2)cc(OC)c1OC	nt	-62.3	nt	8.4	-1.9	-5.1	8.0
Cc1cc(C)nc(NS(=O)(=O)c2ccc(NS(=O)(=O)c3ccccc3)cc2)n1	-5.8	-7.6	10.9	-12.3	0.5	nt	-1.2
COC(=O)c1ccc(CNC(=O)COC(=O)C2CCC(C(C)(C)C)CC2)cc1 (stereo not given)	-0.1	nt	10.7	2.7	-1.2	11.0	nt
COc1ccc(C(=O)Oc2c(CN3CCOCC3)cc(Cl)c3cccnc23)cc1OC	0.2	nt	0.8	6.6	0.4	-2.9	nt
C[C@@H]1CN([C@H](C)CO)C(=O)c2cc(NS(=O)(=O)c3ccc(Cl)cc3)ccc2O[C@@H]1CN(C)C(=O)Nc1cccc2ccccc12	-4.8	15.3	-9.1	2.5	2.6	-3.5	-0.5
Cc1cc(C)n(CC(=O)NNC(=O)CCCOc2ccc(Cl)cc2C)n1	-1.8	0.6	7.3	-2.2	-0.1	2.0	-1.2
CCc1cc2c(SCC#N)ncnc2s1	-0.5	nt	-5.3	-4.0	0.9	16.7	nt
COc1ccc(S(=O)(=O)N2CCCC2CNC(=O)C(=O)NCc2ccccc2)cc1 (stereo not given)	2.4	3.0	-5.7	5.4	-2.9	-3.2	2.4
O=[N+]([O-])c1ccc(Cl)c(NC2=NCCCCC2)c1	-1.0	6.3	9.0	-2.0	nt	-0.7	-0.4
Cc1oc(-c2cccc(Cl)c2)nc1CN1CCCC(C(=O)NCCCN2CCOCC2)C1 (stereo not given)	nt	-7.3	nt	nt	nt	4.4	-7.8
Cc1ccc(C(=O)Cn2cccn2)cc1	3.9	3.7	22.8	2.2	0.4	-6.3	4.9
O=C(COc1ccc(Cc2ccccc2)cc1)c1ccc(F)cc1	16.0*	6.1	-19.0	-0.7	-0.2	2.9	30.8
COc1ccc(OC)c(-c2csc(NC(=O)c3ccc4c(c3)OCO4)n2)c1	-5.0	nt	-6.5	1.4	-2.5	5.8	nt
COc1ccc(S(=O)(=O)N2CCC(C(=O)N[C@H](C(=O)NCc3ccccc3)C(C)C)CC2)cc1	nt	-10.0	-0.3	-2.1	-2.1	-4.4	-5.2
C[C@H]1CN([C@@H](C)CO)C(=O)c2cc(C3=CCCC3)cnc2O[C@H]1CN(C)C(=O)c1ccccc1	0.4	0.4	8.1	-2.4	0.1	nt	3.1
CN(C)CCCn1c(=O)n(CCc2ccccc2)c(=O)c2c3c(sc21)CCCCC3	-2.7	nt	nt	-5.0	0.0	-2.2	nt

2 neighbouring compounds from above:
SMILES	SIRT5 inh	C2C12 statin	LGR2 antag	S100A4 MyoIIA	Casp6 inh	FN deposit inh	esBAF inh
C[C@H]1CN([C@@H](C)CO)C(=O)c2cc(C3=CCCC3)cnc2O[C@H]1CN(C)C(=O)c1ccccc1	0.4	0.4	8.1	-2.4	0.1	nt	3.1
CN(C)CCCn1c(=O)n(CCc2ccccc2)c(=O)c2c3c(sc21)CCCCC3	-2.7	nt	nt	-5.0	0.0	-2.2	nt

Carrying on:
SMILES	SIRT5 inh	C2C12 statin	LGR2 antag	S100A4 MyoIIA	Casp6 inh	FN deposit inh	esBAF inh
COC(=O)c1ccc(NC(=O)CN2C(=O)CCC2=O)cc1	nt	4.6	nt	nt	nt	-13.1	1.2
O=S(=O)(Cc1ccccc1)N1CCN(c2ncccn2)CC1	-1.3	-6.9	-4.9	-0.8	1.2	1.7	-6.4
COc1ccccc1-n1nnnc1SCC(=O)NCC1(N2CCCCC2)CCCCC1	-1.6	1.1	2.1	-7.3	-7.7	-8.6	-3.7
Cn1cc(Br)c(C(=O)Nc2ncc(Br)s2)n1	-1.0	nt	-37.5	1.2	1.4	-2.6	nt
O=C(Nc1cccn(Cc2c(Cl)cccc2Cl)c1=O)C1CC1	8.4	nt	-21.3	-3.3	0.5	7.1	nt
COCCN1Cc2cccc(C(=O)NCCc3ccccc3)c2C1=O	-0.4	-6.1	-5.2	-1.8	12.2	-10.8	0.4
CN1CCN(C(=O)c2cc(COc3c(F)cccc3F)on2)CC1c1ccccc1 (stereo not given)	5.2	-6.1	11.1	-0.2	1.9	-6.4	11.9
COCCn1c(=O)c2c(nc3n2CCCN3CCc2ccc(OC)c(OC)c2)n(C)c1=O	-3.4	-3.0	21.7	4.2	-1.9	5.7	-4.6
Cc1cc(O)ccc1-c1ccc2nncn2c1	-1.6	5.1	-16.9	1.1	7.6	2.6	-4.4
CCCCc1ccc(N2C(=NC(=O)C3CCCO3)SC3CS(=O)(=O)CC32)cc1 (stereo not given)	3.6	19.4	18.2	5.8	7.7	4.1	-3.6
Cc1noc(C)c1S(=O)(=O)Nc1cccc2c1O[C@H](CN(C)Cc1ccc(C(F)(F)F)cc1)[C@H](C)CN([C@H](C)CO)C2=O	-2.4	-3.9	-20.2	-20.7	2.7	2.9	3.9
CCc1ccc(Nc2n[n+](-c3ccccc3)c(-c3ccc(N(CC)CC)cc3)s2)cc1	nt	-207.2	8.4	-1.0	-1.1	-5.7	-6.2
O=C(Cc1ccc([N+](=O)[O-])cc1)c1ccc(O)cc1O	-4.6	11.9	-7.4	5.4	20.4	-0.8	24.1
O=C(NCCS(=O)(=O)N1CCN(c2ccccc2)CC1)c1ccccc1F	-2.5	nt	-2.2	-12.5	-4.7	-3.6	nt
CN(C)C(=O)CSc1ccc(S(=O)(=O)N2CCCC2)cn1	-3.0	-9.0	4.0	7.0	4.2	10.6	-4.4
Brc1ccc(-c2noc(COc3ccc4ccccc4c3)n2)o1	nt	6.1	-5.3	-2.7	-0.7	-1.4	10.1
C=CCOC(=O)c1cn(CC)c2nc(C)ccc2c1=O	-0.7	-12.1	3.6	-1.9	0.8	-16.4	-6.4
CC(C#N)Sc1ccc(S(=O)(=O)N2CCCCC2)cn1 (stereo not given)	-2.6	3.6	0.2	-3.6	0.3	4.4	-6.8
CC(=O)Nc1sc(N/N=C\c2ccccc2F)nc1-c1cccs1	2.2	nt	-11.6	-0.5	4.0	1.7	nt

Screens: PubChem BioAssay, Broad Institute
